ASAP1 inh: blocks human ASAP1-stimulated Arf1 GTP hydrolysis; GDP FP detection; inhibition, % at 16.5 µM; 0.19% of 360,000 active; AID 624377; in the data active = inhibition above about 25%;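 note: 0% = vehicle with enzyme and substrate and 100% = no enzyme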
ADAM10 inh: inhibitors of human ADAM10; recombinant ADAM10, EDANS/DABCYL FRET peptide cleavage, 3 h; inhibition, % at 7 µM; 0.62% of 370,000 active; AID 720582;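 active = inhibition above a per-campaign cutoff equal to the mean of compounds falling between control-based bounds plus 3 SD, cut at about 20% in these data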;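 note: 0% = DMSO wells while the 100% control is not disclosed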
Target sequence (O14672 214-748 limits assumed): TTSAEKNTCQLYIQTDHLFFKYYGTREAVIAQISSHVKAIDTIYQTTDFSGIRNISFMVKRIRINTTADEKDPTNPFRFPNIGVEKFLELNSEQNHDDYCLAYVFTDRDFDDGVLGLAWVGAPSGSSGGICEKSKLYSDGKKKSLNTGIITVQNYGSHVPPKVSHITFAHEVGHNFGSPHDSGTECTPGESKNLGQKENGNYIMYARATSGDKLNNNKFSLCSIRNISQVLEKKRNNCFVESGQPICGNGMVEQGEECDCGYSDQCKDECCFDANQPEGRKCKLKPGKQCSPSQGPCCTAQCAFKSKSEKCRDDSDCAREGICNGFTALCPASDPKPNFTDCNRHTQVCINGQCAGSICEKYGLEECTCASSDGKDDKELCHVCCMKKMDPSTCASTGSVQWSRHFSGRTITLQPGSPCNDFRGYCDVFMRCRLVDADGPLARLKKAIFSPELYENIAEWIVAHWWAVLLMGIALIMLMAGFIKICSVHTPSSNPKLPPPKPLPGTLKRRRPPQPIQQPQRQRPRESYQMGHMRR
NPR2 activator: GC-B (human) receptor activation. P20594. 0.11% of 370,000 active. activation, % at 10 µM. AID 1920062. HEK293-GC-B cells, CNP EC30, cGMP TR-FRET; 0% at EC30 CNP, 100% saturating CNP;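 active = activation at 10 µM reaching about 35% in either raw or pattern-adjusted values, limit read from the data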
Tn6 DDE FP: inhibitors of Tn6 peptide binding to human fibrin DD(E); P02675; Fibrin DD(E) TRITC-Tn6 fluorescence polarization displacement; inhibition, % at 8.3 µM; 0.21% of 370,000 active;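 active = inhibition above a per-campaign cutoff: mean of compounds within control limits plus 3 SD, cut at about 15% in these data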;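 note: 0% = median of all compound wells on the plate and 100% = blocking peptide control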
KLK7 zymogen act: activators of human kallikrein-7 zymogen; purified proKLK7, EDANS-DABCYL substrate fluorescence; 100% is mature enzyme control, 0% vehicle; activation, % at 7 µM; 0.9% of 370,000 active; AID 652039;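 active = activation above the mean of all tested compounds plus 3 SD, computed per campaign excluding outliers beyond control limits, cut at about 13% in these data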
Target sequence (P49862 whole entry, looked up): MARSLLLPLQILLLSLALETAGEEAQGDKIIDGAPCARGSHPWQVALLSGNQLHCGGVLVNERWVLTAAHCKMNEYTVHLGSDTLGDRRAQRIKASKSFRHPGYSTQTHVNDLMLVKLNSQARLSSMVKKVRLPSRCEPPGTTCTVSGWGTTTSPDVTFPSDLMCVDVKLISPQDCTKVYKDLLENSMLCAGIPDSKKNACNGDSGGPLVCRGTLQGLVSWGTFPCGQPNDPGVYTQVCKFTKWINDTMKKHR
ARFGAP1 inhibitor: inhibits rat ARF GTPase activating protein 1. AID 651572. 0.26% of 360,000 active. inhibition, % at 16.5 µM. Arfgap1-stimulated ARF1 GTP hydrolysis, GDP FP detection;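 active = inhibition above a per-plate limit, mean inhibition of low control wells plus 3 SD, cut at about 25% in these data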;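 note: 0% = DMSO wells with enzyme and 100% = wells lacking Arfgap1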
Target sequence (Q62848 1-136 limits assumed): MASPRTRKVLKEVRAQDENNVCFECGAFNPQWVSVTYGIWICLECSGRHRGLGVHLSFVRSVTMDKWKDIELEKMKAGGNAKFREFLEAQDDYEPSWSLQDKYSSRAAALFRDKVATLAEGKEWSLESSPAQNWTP
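Replicates: Single well per compound | Assay system: Truncated rat Arfgap1 GAP domain | Control set: No-Arfgap1 wells (100%) versus DMSO full-reaction wells (0%) | Times: Enzyme reaction 120 min at 25 °C after 20 min preincubation | Reagent: Human ARF1(Δ1-17)-GTP substrate | Measured by: Tracer-displacement fluorescence polarization with EDTA stop, 620/688 nm | Measure: Percent inhibition of Arfgap1-stimulated GTP hydrolysis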
rCAG RNA binder: molecules binding r(CAG) RNA repeats. 1.3% of 370,000 active. inhibition, % at 3 µM. r(CAG) RNA repeat, TO-PRO-1 dye displacement fluorescence;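 active = inhibition above the plate cutoff, the mean of all test compounds on that plate plus 3 SD, cut at about 35% in these data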;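 note: 0% = DMSO alone and 100% = 100 µM mitoxantrone as full dye displacement; higher means more dye released from RNA so lower well fluorescence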
GAA850 FXN act: increases GAA850 frataxin promoter reporter activity; HEK293 lucGAA850 FXN promoter luciferase reporter, 24 h; percent of 10 µM SAHA response; activation, % at 6 µM; 0.56% of 360,000 active; AID 540364;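 active = activation above the average of all compounds screened plus 3 SD, cutoff fixed separately per campaign, cut at about 7.5% in these data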;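 note: 0% = DMSO wells and 100% = 10 µM SAHA wells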
sPLA2-III inh: Inhibits HGIII-sPLA2 liposome hydrolysis, primary screen. Q9NZ20. QFRET BODIPY PC-A2 liposome hydrolysis, fluorescence. inhibition, % at 12.2 µM. 0.56% of 370,000 active. AID 743126;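 active = inhibition above mean plus 3 SD of compounds lying within the high and low control bounds, cut at about 19% in these data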;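 note: 0% = median of test compound wells and 100% = no enzyme DMSO wells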
GC-A act: GC-A (human) enzyme activation | HEK293 GC-A cells, cGMP TR-FRET, EC30 ANP; 0% at EC30 ANP, 100% saturating ANP | activation, % at 10 µM | 0.14% of 370,000 active | AID 1671463; in the data active = activation above about 40%
Starred values were filed as active, the others as inactive; · = no result given.

Under each structure: ASAP1 inh	ADAM10 inh	NPR2 activator	Tn6 DDE FP	KLK7 zymogen act	ARFGAP1 inhibitor	rCAG RNA binder	GAA850 FXN act	sPLA2-III inh	GC-A act
> CC(C)Nc1nc(Oc2ccc(Cl)cc2Cl)cc(C(F)(F)F)n1
→ -13	-1	-3	5	0.0	7	4	1.3	-1	0
> CCO/C=C1\SC(=S)N(c2ccc(Cl)cc2)C1=O
→ -5	-1	-2	3	0.2	3	0	0.8	-2	-2
> CN1C(=O)SC(Nc2ccccc2)C1=O (stereo not given)
→ 3	9	1	-5	-0.6	-13	3	2.4	-4	3
> CC(=O)C[C@H](O)CC(=O)[C@@H]1OC(=O)[C@@H](C)C/C=C\Cc2ccccc21
→ 0	-15	6	-4	0.0	-11	4	-1.3	-1	-2
> CCOC(=O)CSc1ncc(OC)c(Sc2ccc(Cl)cc2)n1
→ -10	8	-4	8	-0.1	5	-7	2.6	-4	-2
> C/C(=N\NC(=O)C(c1ccccc1)c1ccccc1)c1ccc(O)cc1
→ -9	0	-17	-3	0.2	1	-1	2.1	2	-16
> NC(=O)CC(O)c1cccc(Cl)c1 (stereo not given)
→ 2	0	7	-1	0.1	-5	0	0.7	5	-2
> Cc1ccc(CNC(=O)Cn2nnc(C(=O)Nc3ccc(Br)cc3)c2N)cc1
→ -4	4	-5	3	0.3	0	2	-1.2	-1	-3
> CC1CC(C)CN(CCC(=O)Nc2cccc(Cl)c2)C1 (stereo not given)
→ 10	-11	4	-1	0.2	-8	-6	-0.2	2	-2
> COc1ccc(N(CC(=O)N/N=C/c2ccc(C(=O)O)cc2)S(=O)(=O)c2ccc(NC(C)=O)cc2)cc1
→ 11	13	14	1	-0.6	-1	11	-0.1	-1	-2
> CCCCN(Cc1cc2ccccc2[nH]c1=O)S(C)(=O)=O
→ -2	-14	3	2	-0.3	4	-5	0.1	6	2
> COc1ccc2c(c1)C(C1=C(O)CC(C)(C)CC1=O)C1=C(CC(C)(C)CC1=O)O2 (stereo not given)
→ -8	-7	-2	0	0.1	-16	1	-0.3	2	-2
> COc1ccc2c(c1)C[C@]1(C)c3ccccc3C(=O)N(Cc3ccccc3)[C@H]21
→ -1	26*	-16	-2	1.5	-2	-6	-5.4	-7	-15
> Cc1cc(C(C)(C)C)cc(S(=O)(=O)Nc2ccc(O)c(C(=O)O)c2)c1C
→ -9	4	2	3	-0.2	-13	57*	-0.6	-30	0
> Cc1ccc(OCCCCCN2CCOCC2)c(Cl)c1
→ 3	-6	2	5	-0.6	-7	-7	3.4	12	-5
> COc1ccccc1-n1cc(C(=O)NCC(=O)NCc2ccc(F)cc2)c2ccccc2c1=O
→ -6	-14	-2	1	0.4	3	0	0.9	5	1
> COC(=O)CCCNS(=O)(=O)c1ccc2ccccc2c1
→ -11	4	0	9	0.2	-10	-4	0.4	-6	5
> CCCOc1ccc(-c2cn3ccccc3n2)cc1
→ 9	-312	-1	-5	2.9	2	-4	1.2	-13	4
> COc1ccccc1-c1nc(NC(C)=O)n[nH]1
→ 5	-3	-3	-3	-0.4	-2	2	·	-2	8
> CCCc1nnc2c(N(C)S(=O)(=O)c3ccc(C)cc3)nc3ccccc3n12
→ -10	2	2	3	-0.1	2	-4	1.3	3	1
> Cc1ccsc1/C=N/N1CCN(c2ccccc2)CC1
→ 9	-5	6	-3	-0.5	4	-6	7.8*	8	0
> S=C(NCC1COc2ccccc2O1)Nc1ccc(Br)cc1 (stereo not given)
→ 7	6	5	0	-0.2	8	4	0.0	1	5
> C/C(=N\OC(=O)NC(C)C)c1sc(-c2ccc(Cl)cc2)nc1C
→ 6	-6	-2	3	-0.9	1	-6	1.8	3	8
> CCCCn1nnnc1C(c1cc2ccccc2o1)N1CCN(C(=O)OC(C)(C)C)CC1 (stereo not given)
→ -6	-8	-4	0	-0.1	-1	2	·	-4	-3
> CC1CC(=O)Nc2ccc([N+](=O)[O-])cc2N1C (stereo not given)
→ 0	-45	5	-4	-0.4	3	-1	1.1	7	-1
> Cn1c(O)c(/C=C2\C=Nc3ccccc32)sc1=Nc1ccc(C(=O)O)cc1
→ 2	7	-3	-8	-0.1	5	23	1.6	-18	0
> Cc1ccc(C)c(Cn2nnc3c(=O)[nH]c(C4CCN(S(=O)(=O)c5ccc(S(=O)(=O)N(C)C)cc5)CC4)nc32)c1
→ 8	-3	-2	4	-0.7	-2	5	-2.7	-4	-3
> COCCNCC(=O)Nc1ccc(OC(F)(F)F)cc1
→ -4	7	4	7	0.6	-5	-1	-0.7	3	-6
> Cc1cc(C)c(O)c(-c2n[nH]c3c2C(c2cccc(O)c2)N(Cc2ccco2)C3=O)c1 (stereo not given)
→ 8	37*	2	-20	0.0	20	12	0.2	24*	-11
> O=[N+]([O-])c1cccc(C2CC(c3ccccc3)=NN2c2ccccc2)c1 (stereo not given)
→ -4	3	-3	-2	-0.3	-2	4	2.8	6	-5
> CCOc1ccc(OCC)c(NC(=O)CSc2nc3ccccc3c(=O)n2C)c1
→ -12	-5	-6	1	-0.3	3	1	1.6	3	1
> CCc1nnc(N/N=C\c2ccc(OC(C)=O)c(OC)c2)n1N
→ -5	0	2	3	0.6	6	-1	0.2	-1	-4
> Cc1cc(C)c(S(=O)(=O)Nc2cccc3nsnc23)c(C)c1
→ 4	7	-8	0	1.1	0	12	-0.2	-20	-3
> Cc1cccc(NC(=O)C2CCCN(S(=O)(=O)c3ccc4c(c3)oc(=O)n4C)C2)c1 (stereo not given)
→ -3	9	-3	11	1.1	7	5	0.0	-5	-4
> CNC(=O)N(O)C1N(C)C(=O)N(Cc2ccccc2)C1(C)C (stereo not given)
→ 8	-1	1	-4	-0.5	6	-4	0.8	-1	-2
> COC(=O)c1ccc(CNC(=O)c2ccc3c(c2)S(=O)(=O)N=C2CCCCCN23)cc1
→ 2	-12	1	1	0.4	4	1	1.4	7	-2
> COC(=O)c1sc(N2CCCCC2)c(C#N)c1N
→ 1	3	-3	3	0.4	2	-2	-0.7	-3	2
> COc1cccc(C(=O)C2CCCN(Cc3cn(C)nc3-c3ccccc3)C2)c1 (stereo not given)
→ 10	-5	-3	7	-0.3	4	-10	-1.8	-15	-4
> COc1cccc(CNCC2CCCO2)c1 (stereo not given)
→ -5	5	3	8	-0.1	-1	2	0.2	-4	-2
> O=C1c2ccccc2-c2ccc(C(=O)N3CCCCC3)cc21
→ -10	7	1	-7	0.4	4	-5	4.9	1	-1
> COC(=O)CCCC[C@@H]1SC[C@@H](NC(=O)OC)[C@@H]1NC(=O)OC
→ -9	5	3	0	-0.3	2	-1	-0.2	4	1
> COc1ccc(CC(=O)NCc2nnc(SCC(=O)Nc3cccc(F)c3)n2C)cc1
→ 19	3	1	-8	-0.2	6	-3	1.5	-7	1
> CCNc1nc(NCC)nc(OCCOC(=O)COc2ccc(Cl)cc2Cl)n1
→ 8	1	-5	1	-0.1	5	-5	-0.1	0	0
> CCOC(=O)Cn1cc(C(=O)C(=O)N2CCOCC2)c2ccccc21
→ -12	-3	3	2	0.0	1	-1	2.2	0	-1
> O=S(=O)(c1ccccc1)N(F)S(=O)(=O)c1ccccc1
→ 0	-3	-8	0	0.7	9	4	2.7	13	5
> COc1ccccc1Nc1nc(-c2ccc3c(c2)NC(=O)CO3)cs1
→ 19	7	-7	-3	0.3	0	14	-3.1	-9	-9
> CC(C)[C@H](NC(=O)[C@@H]1CSC2c3ccccc3C(=O)N21)C(=O)NCc1ccncc1 (stereo not given in full)
→ 5	1	2	8	0.1	3	3	-0.8	-5	2
> Cc1cc(NC(=O)CN2CCN(S(=O)(=O)c3ccc(Cl)cc3)CC2)no1
→ 8	-3	1	4	0.1	-7	-4	-0.3	-12	0
> CC(C)N(Cc1nccn1C)C(=O)CC1C(=O)NCCN1Cc1ccc(F)c(F)c1 (stereo not given)
→ 1	-19	2	-1	3.0	7	-3	3.1	-4	2
> COc1cc(C2NC(C(=O)O)Cc3c2[nH]c2ccccc32)cc(OC)c1OC (stereo not given)
→ 5	-47	8	-4	0.8	15	1	0.0	7	9
> COC(=O)C[C@H]1C=C[C@H](NC(=O)Nc2ccccc2F)[C@@H](CO)O1
→ -12	-3	10	-1	0.4	1	3	·	-1	0
> COc1cc(NC(=O)COC(=O)CCc2nc3ccccc3c(=O)[nH]2)cc(OC)c1
→ 3	-5	1	-3	0.3	-4	8	-0.2	-6	-4
> Cc1cnc2cc(Cl)c(Cl)cc2n1
→ -5	3	1	-4	0.9	-10	1	-2.5	2	-1
> Cc1c(C=O)c2ccccn2c1C(=O)c1ccccc1Cl
→ 9	7	-8	-5	-0.2	-1	-2	3.9	3	-13
> COc1ccccc1NC(=O)c1nnn(CC(=O)Nc2cc(C)cc(C)c2)c1N
→ 0	-115	-1	3	0.4	9	8	0.0	-3	-1
> CC(=O)n1cc([C@@H]2C=C(C(=O)NCc3ccccc3)O[C@H](OCc3ccc(CO)cc3)C2)c2ccccc21
→ 17	3	3	-6	-0.9	7	3	-5.0	-21	0
> Cc1nc(SCC(=O)NC2CCCCC2C)nc(C)c1C (stereo not given)
→ 1	-3	2	2	0.8	2	1	0.2	-2	0

Screening data: PubChem, several laboratories
